# AHR activator – human AHR activation; AHR-responsive luciferase reporter cells, luminescence; hit rate 2.5% among 320,000; P35869; activation, % at 5 µM; in the data active = activation above about 47%;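 also: 0% = vehicle wells and 100% = reference agonist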
# Fam108B counter – blocks mouse Fam108B hydrolase in RBBP9 counter-screen; recombinant Fam108B, FP-Rh probe fluorescence polarization; inhibition, % at 9.51 µM; hit rate 0.33% among 300,000; AID 1947;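 active = inhibition above the screen mean inhibition plus 3 SD, computed separately per campaign, cut at about 18% in these data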;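 also: inhibitors lower polarization as less probe binds the enzyme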
# GLD-1 TGE inh – GLD-1-TGE RNA interaction inhibition (C. elegans). Q17339. purified GLD-1 + fluorescein TGE RNA, fluorescence polarization. inhibition, % at 5.96 µM. hit rate 0.44% among 320,000. AID 2280;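 active = percent inhibition above a per-plate cutoff, the plate mean of test compounds plus 3 SD, cut at about 30% in these data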;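 also: 0% = DMSO wells with GLD-1 and probe and 100% = wells lacking GLD-1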
# Target sequence (Q17339 whole entry, looked up): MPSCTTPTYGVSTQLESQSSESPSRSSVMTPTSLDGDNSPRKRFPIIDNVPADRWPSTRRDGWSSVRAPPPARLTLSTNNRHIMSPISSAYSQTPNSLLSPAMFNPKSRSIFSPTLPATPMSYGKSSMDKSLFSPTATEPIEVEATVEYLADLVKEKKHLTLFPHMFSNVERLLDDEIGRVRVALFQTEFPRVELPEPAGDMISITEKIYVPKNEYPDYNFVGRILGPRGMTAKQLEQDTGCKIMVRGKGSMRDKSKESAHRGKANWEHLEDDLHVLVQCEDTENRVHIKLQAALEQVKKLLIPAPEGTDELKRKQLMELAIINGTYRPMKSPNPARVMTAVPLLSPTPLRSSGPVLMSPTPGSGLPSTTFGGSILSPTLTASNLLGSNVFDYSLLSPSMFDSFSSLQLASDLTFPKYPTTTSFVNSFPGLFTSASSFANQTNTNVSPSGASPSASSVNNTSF
# BCLXL inh – inhibitors of human Bcl-xL. Q07817. GST-Bcl-xL / FITC-Bim BH3 peptide fluorescence polarization. inhibition, % at 10.9 µM. hit rate 0.7% among 320,000;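 active = inhibition above the mean of all tested compounds plus 3 SD, cutoff set per campaign, cut at about 30% in these data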;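 also: 0% = DMSO wells and 100% = unlabeled Bim-BH3 peptide competitor; inhibitors lower millipolarization by displacing the labeled peptide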
# MEX-5 binding – C. elegans MEX-5 TCR-2 RNA binding activity; Q9XUB2; MEX-5/FITC-TCR2 RNA binding, fluorescence polarization; stronger effect = lower value; activity score (negative = inhibition of binding), % at 10 µM; hit rate 0.38% among 300,000; AID 1832;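 active = inhibition past about -25% in most replicates, and total fluorescence under double the plate's negative control median, limit read from the data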;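 also: 0% = DMSO and -100% = 5 µM competing unlabeled TCR2 RNA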
# Target sequence (Q9XUB2 whole entry, looked up): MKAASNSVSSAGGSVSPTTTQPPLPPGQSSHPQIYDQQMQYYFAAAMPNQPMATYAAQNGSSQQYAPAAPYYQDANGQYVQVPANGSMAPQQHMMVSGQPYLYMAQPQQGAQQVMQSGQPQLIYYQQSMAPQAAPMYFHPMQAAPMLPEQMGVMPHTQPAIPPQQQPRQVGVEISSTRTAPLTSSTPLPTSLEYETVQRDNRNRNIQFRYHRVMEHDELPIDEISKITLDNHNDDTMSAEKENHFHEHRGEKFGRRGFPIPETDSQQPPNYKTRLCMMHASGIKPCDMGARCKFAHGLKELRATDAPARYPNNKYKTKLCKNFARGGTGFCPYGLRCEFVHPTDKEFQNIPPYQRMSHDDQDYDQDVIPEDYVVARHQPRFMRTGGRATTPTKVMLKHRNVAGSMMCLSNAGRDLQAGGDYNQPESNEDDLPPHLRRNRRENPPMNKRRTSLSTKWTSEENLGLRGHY
# PAFAH1B2 inh – PAFAH1B2 (human) inhibition; P68402; recombinant PAFAH1B2, FP-rhodamine activity probe, fluorescence polarization; inhibition, % at 3.39 µM; hit rate 1.2% among 340,000; AID 492953;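 active = inhibition above the mean of all tested compounds plus 3 SD, cut at about 24% in these data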;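 also: 0% = enzyme with DMSO and 100% = wells lacking PAFAH1B2; many of its hits are not listed in these tables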
# MCL1-BIM inh – MCL1-BIM-BH3 interaction inhibition (human); Q07820; GST-MCL1 / FITC-Bim-BH3 fluorescence polarization; inhibition, % at 10.9 µM; hit rate 0.68% among 320,000;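 active = inhibition above the mean inhibition of all tested compounds plus 3 SD, set per campaign, cut at about 40% in these data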;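 also: 0% = DMSO wells and 100% = unlabeled Bim-BH3 peptide control; higher means more loss of mP so more displacement of Bim peptide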
# pPAFAH inh – pPAFAH (human) enzyme inhibition. AID 463082. recombinant pPAFAH, FP-rhodamine probe fluorescence polarization. Q13093. inhibition, % at 3.39 µM. hit rate 1.5% among 330,000;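 active = inhibition above the mean inhibition across the screen plus 3 SD, cut at about 25% in these data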;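 also: inhibitors block binding of the rhodamine activity-based probe so polarization drops; 0% = enzyme with DMSO and 100% = wells lacking pPAFAH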
# PME-1 inh – PME-1 (human) inhibition | Q9Y570 | recombinant PME-1, FP-Rh probe fluorescence polarization | inhibition, % at 5.9 µM | hit rate 0.53% among 320,000 | AID 2130;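 active = inhibition above the campaign mean of all compounds plus 3 SD, cut at about 26% in these data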;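 also: competitive labeling of PME-1 active site by serine hydrolase directed probe; 0% = PME-1 with DMSO and 100% = wells lacking PME-1 enzyme; inhibitors block probe labeling so polarization falls and inhibition rises; many of its hits are not listed in these tables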
# * hit, by the source's call; . = no result given. These rows are one share of the data; rates above refer to the full screens.
SMILES,AHR activator,Fam108B counter,GLD-1 TGE inh,BCLXL inh,MEX-5 binding,PAFAH1B2 inh,MCL1-BIM inh,pPAFAH inh,PME-1 inh
CCN(CC)S(=O)(=O)c1cccc(NC(=O)c2cc3ccccc3o2)c1,11,-10,2,8,0.3,-2,6,2,-16
COc1ccc(C(=O)Oc2c(C)occc2=O)cc1OC,2,-3,-4,2,-0.1,4,-8,6,-7
CCN(CC)CCN1C(=O)c2ccccc2NC1c1ccc(Br)cc1 (stereo not given),6,4,9,4,1.5,0,2,2,-6
CC(=O)Nc1ccc(C(=O)NCC(=O)OCc2ccccc2F)cc1,1,-1,4,4,0.7,3,0,2,1
O=C(O)C1(S(=O)(=O)CCC(F)=C(F)F)CC1,-2,-2,6,5,1.1,2,3,0,3
Cc1ccc(CN(Cc2ccccn2)C(=O)Nc2ccc(C)c(C)c2)cc1,6,-3,-6,-1,-0.5,4,2,6,-2
CCOC(=O)CSc1nc2ccccc2n2c(C)nnc12,10,3,-1,11,3.5,-3,12,7,6
CCc1cccc2c(C(=O)COC(=O)c3c(C)noc3C)c[nH]c12,1,-3,3,5,-0.6,5,2,-3,-1
CC1CCN(C(=O)COC(=O)c2ccccc2C(=O)c2ccccc2)CC1,1,.,5,.,.,6,.,5,.
COC(=O)c1c(C(=O)OC)c(C)n(Cc2ccco2)c1C,-1,2,2,8,4.7,-1,8,-3,-10
Cc1nn(C)c(C)c1S(=O)(=O)N(CC(=O)NCc1cccs1)c1ccc(C(C)C)cc1,-1,-1,11,3,.,-2,7,1,0
CNS(=O)(=O)c1cccc(C(=O)OCC(=O)Nc2ccc(-c3nc4ccc(C)cc4s3)cc2)c1,-11,-26,4,-2,-8.2,-13,-11,-1,-23
O=C(NC1CCCC1)C(c1ccc(F)cc1)N(C(=O)c1csnn1)c1ccccc1F (stereo not given),-2,-5,2,6,-0.5,0,7,5,1
COc1ccccc1Nc1nc(C)cc(C)n1,7,4,0,1,-0.2,-1,3,8,-5
CCOc1ccc2nc(N3CCC(C(=O)N4CCN(C(=O)c5ccco5)CC4)CC3)sc2c1,12,1,-3,3,1.5,2,3,6,2
Cc1nc(SCC(=O)N(C)C2CCCCC2)[nH]c(=O)c1Cc1ccccc1,-1,1,-3,2,1.1,7,4,4,0
COc1ccc(-n2c(C)cc(-c3csc(N)n3)c2C)cc1,3,6,-6,4,-0.2,-3,-4,9,-2
Cc1ccc(N2Cc3ccccc3C2=O)cc1,3,3,7,4,3.8,7,5,1,3
Cc1cc(C)cc(OCC(=O)OCC(=O)N2CC(=O)Nc3ccccc32)c1,0,0,-4,4,-1.2,7,-3,0,2
O=[N+]([O-])c1ccc(Cl)cc1Sc1ccccn1,2,5,-1,-1,-1.0,4,-4,0,5
O=C(Nc1cccc(S(=O)(=O)N2CCCCC2)c1)c1ccco1,0,.,7,-5,.,-1,-8,2,4
Cc1nn(CC(=O)N2CCOCC2)c(=O)c2ccccc12,1,3,-4,6,0.0,3,9,6,-8
O=C(c1ccc(-n2cccn2)cc1)N1CCc2c([nH]c3ccccc23)C1c1ccccn1 (stereo not given),13,3,9,1,-0.1,1,-2,9,12
CC1CN(S(=O)(=O)c2cccc(C(=O)Nc3ccc(S(=O)(=O)NC4=NCCCCC4)cc3)c2)CC(C)O1 (stereo not given),2,0,3,-11,0.7,-2,-11,-1,7
CC(=O)C[C@H](O)CC(=O)[C@@H]1OC(=O)[C@H](C)C/C=C\Cc2ccccc21,0,.,2,.,.,6,.,-4,.
c1ccc(COc2cccc(CNCc3cccs3)c2)cc1,8,-1,2,2,-1.9,10,0,-2,6
CCN(CC)c1nc(=S)nc(NC(C)(C)C)[nH]1,-2,7,6,5,-1.7,3,9,2,1
Cn1c(=O)c(C(=O)COC(=O)c2cc(-c3ccccc3)nc3ccccc23)c(N)n(Cc2ccccc2)c1=O,0,-39,-24,-24,6.7,.,-47,-18,-46
CCN(CCn1cccn1)Cc1nc(-c2ccccc2)no1,9,3,-6,0,1.4,-1,4,2,-10
CC1=C(C(=O)OC2CCCCC2)C(c2cccs2)n2c(nc3ccccc32)N1 (stereo not given),5,-1,7,5,0.7,4,9,1,-1

# A second format for part of the listing above:
Structure | AHR activator | Fam108B counter | GLD-1 TGE inh | BCLXL inh | MEX-5 binding | PAFAH1B2 inh | MCL1-BIM inh | pPAFAH inh | PME-1 inh
CC(=O)C[C@H](O)CC(=O)[C@@H]1OC(=O)[C@H](C)C/C=C\Cc2ccccc21 | 0 | . | 2 | . | . | 6 | . | -4 | .
O=C(Nc1cccc(S(=O)(=O)N2CCCCC2)c1)c1ccco1 | 0 | . | 7 | -5 | . | -1 | -8 | 2 | 4
c1ccc(COc2cccc(CNCc3cccs3)c2)cc1 | 8 | -1 | 2 | 2 | -1.9 | 10 | 0 | -2 | 6
Cc1nn(CC(=O)N2CCOCC2)c(=O)c2ccccc12 | 1 | 3 | -4 | 6 | 0.0 | 3 | 9 | 6 | -8

# New compounds follow.
SMILES,AHR activator,Fam108B counter,GLD-1 TGE inh,BCLXL inh,MEX-5 binding,PAFAH1B2 inh,MCL1-BIM inh,pPAFAH inh,PME-1 inh
Cc1ccc(C)c(N2CCN(c3ccncc3N)CC2)c1,-3,-1,-1,0,0.0,-5,-3,4,-3
COc1ccc(Cc2nnc(SCC(=O)NCCc3ccccc3)o2)cc1,0,-2,9,0,1.2,11,-2,6,1
O=C(CC1SCCNC1=O)Nc1ccc(Cl)cc1 (stereo not given),8,5,2,-2,0.8,0,0,5,-4
O=C1c2ccccc2C(=O)C1C1=Nc2ccccc2NC(c2ccccc2)C1 (stereo not given),5,-5,8,6,1.5,.,2,3,2
CCOc1ccc(C(=O)N(C)C2CCS(=O)(=O)C2)cc1 (stereo not given),1,-2,-4,3,0.1,7,3,-3,-1
O=C(O)CNC(=O)c1ccc(NC(=O)/C(=C/c2cccc([N+](=O)[O-])c2)NC(=O)c2ccco2)cc1,-1,2,1,2,2.7,3,8,3,2
Cc1cc(NC(=O)CCC(=O)N(Cc2ccccc2)C(C(=O)NC2CCCC2)c2ccco2)no1 (stereo not given),4,-1,-3,0,0.8,-5,1,-4,5
COc1ccc(/C=C/C(=O)OCC(=O)NC2CCCC(C)C2C)c(OC)c1 (stereo not given),4,.,4,.,.,-2,.,29*,.
CCOc1ccc(NC(=O)CN(C)C(=O)c2ccc(COc3ccccc3)o2)cc1OCC,4,-1,7,0,1.2,2,-2,-4,-1
CCOc1ccccc1NS(=O)(=O)c1ccc2c(c1)N(C)CCO2,3,-2,5,4,0.9,0,3,-2,21
Cc1ccc(/C=C2/Sc3ccc(C(=O)NCCN4CCOCC4)cc3NC2=O)cc1,1,-2,-5,7,0.1,2,7,12,-4
Cc1cc(C(=O)NC2CCCN(Cc3ccc(Cl)cc3)C2)no1 (stereo not given),3,1,2,3,0.7,4,2,9,2
O=C1CC(c2ccc3c(c2)OCO3)c2cc3c(cc2N1)OCCO3 (stereo not given),2,5,2,1,-0.8,0,-7,4,2
CC1CCC(NC(=S)NCCN(C)C)CC1 (stereo not given),3,1,3,-2,-0.4,3,6,-13,0
CCOC(=O)c1cc2c(=O)n3ccccc3nc2n(CCCOC)c1=NC(C)=O,1,2,3,5,.,0,10,4,2
Cc1ccccc1SCC(=O)OCC(=O)N(C)c1c(N)n(Cc2ccccc2)c(=O)[nH]c1=O,-1,5,-3,1,-1.1,7,-7,16,-1
CCOc1ccc(-c2n[nH]c(=S)n2Cc2ccccc2)cc1,2,-5,5,-18,-2.2,7,-14,3,1
CSc1ccc(CNCCCN(C)C)cc1,1,3,16,14,-3.8,-1,12,2,2
Fc1ccc(-n2c(Cn3nnc4ccccc43)n[nH]c2=S)cc1,1,0,-5,-18,0.0,0,-23,-4,1
Cc1ccc(CNC(=O)CS(=O)(=O)CC(=O)O)cc1,2,-2,5,4,1.2,5,-1,4,0
COc1ccc(C(=O)NC(C)c2nnc(SCC(=O)NC3CCCCC3)n2C)cc1 (stereo not given),1,1,-7,2,-1.5,5,-1,5,1
N#Cc1cccc(NC(=O)CC2CCCC2)c1,1,-1,-2,3,2.5,0,4,2,-2
COc1ccc(OC)c(-c2csc(N(CC3CCCO3)C(=O)C3CCCCC3)n2)c1 (stereo not given),11,0,4,11,-1.1,-1,-2,5,0
Cn1c(=O)c2c(SCc3cccnc3)nc(C3CC3)nc2n(C)c1=O,75*,-4,2,7,1.5,4,2,2,7
CCOC(=O)C1CCCCN1Cc1ccc(OC)c(OC)c1OC (stereo not given),-2,-6,-2,3,2.8,2,-1,1,-4
O=C(NC1CCN(C(=O)Nc2cccc(Cl)c2)CC1)c1ccccc1,2,-1,4,-1,-2.1,4,-5,-2,-2
O=C(Nc1ccccc1C(=O)O)c1ccccc1,3,-7,13,2,-1.9,5,6,-11,-10
CCOC(=O)C1=C(N)n2c(s/c(=C\c3ccncc3)c2=O)=C(C(=O)OCC)C1c1ccncc1 (stereo not given),6,-1,0,2,2.3,.,4,-2,-5
CCC(C(=O)O/N=C(\N)c1ccccc1)c1ccccc1 (stereo not given),-1,-3,6,8,1.3,21,1,6,-8
Cc1onc(-c2ccccc2)c1C(=O)OCc1nnc(-c2ccc([N+](=O)[O-])cc2)o1,2,.,3,3,.,4,2,5,2
CN1CCN(CCc2nc3cc(NC(=O)c4ccco4)ccc3n2C)CC1,2,-2,2,0,1.3,7,3,0,-5
CCCn1c(SCC(=O)c2cc(C)ccc2C)n[nH]c1=O,7,3,-4,-1,-1.7,0,1,1,4
Cc1ccc(N2CN(Cc3ccco3)CNC2=S)cc1,2,4,3,0,-2.0,2,1,5,1
CC(C)(C)NC(=O)CN(C(=O)CS(=O)CC(=O)Nc1ccc(F)cc1)c1ccc2c(c1)OCCO2 (stereo not given),-1,1,2,3,1.1,4,-7,4,-4
Cc1ccccc1CSCC(Nc1ccc(C(=O)O)cc1[N+](=O)[O-])C(=O)O (stereo not given),-2,-2,4,4,-1.1,1,1,0,-3
Cc1cc(C(=O)Nc2c(F)c(F)c(F)c(F)c2F)n(-c2ccccc2)n1,-1,-1,-3,6,-1.5,9,-6,1,-1
CCOc1ccccc1C(=O)N[C@H](C(=O)Nc1ccc(OC)c(S(=O)(=O)N2CCOCC2)c1)C(C)C,0,-5,6,0,.,2,-3,4,-2
O=C(CN1CCCCCC1)N/N=C/c1cccc(Cl)c1Cl,25,-1,2,-6,-0.7,4,4,-1,-2
CCc1cc2c(NCC3CCCO3)nc(C)nc2s1 (stereo not given),2,3,-4,0,-0.1,4,-6,3,5
CCn1c2ccccc2c2cc(NC(=O)CSc3nnc(-c4cccc(C)c4)o3)ccc21,23,3,8,1,-2.0,5,6,7,6
Cc1ccc(NC(=O)CCC(=O)c2cccs2)c(Br)c1,-1,4,3,1,-2.4,0,3,-8,-3
CC(=O)N1c2ccc(S(=O)(=O)NCC3CCC(C(=O)Nc4ccc(C)cn4)CC3)cc2CC1C (stereo not given),2,3,3,1,-0.4,-6,9,6,4
O=C(c1cccs1)N1CCN(c2ncc(C(F)(F)F)cc2Cl)CC1,-14,2,4,3,3.0,3,0,3,2
CCCOc1ccc(N2CC(C(=O)Nc3ccc(N4CCOCC4)cc3)CC2=O)cc1 (stereo not given),0,-3,5,-6,1.0,2,-11,-8,-1
Cc1cccc(C(=O)N/N=C/c2ccc3c(c2)OCO3)n1,3,0,6,1,0.8,3,9,-1,0
CCOC(=O)c1ccc(N2C(=O)c3n[nH]c(C)c3C2c2ccc(O)cc2)cc1 (stereo not given),0,-3,1,9,-2.1,3,3,-2,5
CN(C)CCOc1ccc(-c2c(-c3ccsc3)sc3ccccc23)cc1,2,.,3,.,.,2,.,16,.
